HEK293 cAMP ctrl – qHTS Assay for Agonists of the Thyroid Stimulating Hormone Receptor: Activators of Intracellular cAMP Concentrations in Parental HEK 293. parental HEK293 CNG cAMP sensor, membrane potential fluorescence. Potency, µM (titrated, usually from 57.1 µM), inactives show top-dose activation, hits mostly activators. AID 938, 2007. actives 2.5% (n = 73,000); also: potency is read from the fitted curve at half-maximal effect; % of control where 0% means no effect; nearly all actives have a fitted effect of over 55% in size
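Parental HEK 293 cells stably expressing a cAMP-gated CNG channel were loaded with membrane potential dye containing 100 uM RO 20-1724 for 60 min. Compound added for 30 min; depolarization read as fluorescence intensity at 590 nm.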
Casp7 inh – qHTS Assay for Allosteric/Competitive Inhibitors of Caspase-7 | AID 889, 2007 | recombinant caspase-7, Ac-DEVD-AFC fluorescence rate | actives 0.02% (n = 75,000) | Potency, µM (highest dose often 57.5 µM), inactives show at the highest dose activity change, negative = inhibition, most hits filed as inhibitors; active = well fitted inhibition curve with a large enough effect in the main read-out, with a control signal flat, not every such curve was filed as active; inconclusive = small, poorly fitted or top-dose-only effect, or a change in a side signal; also: potency is read from the fitted curve at half-maximal effect; % of control where 0% means no effect
Rhodamine autofl – qHTS Assay for Spectroscopic Profiling in Rhodamine Spectral Region; actives 0.05% (n = 59,000); max dye-equivalent concentration, M; AID 594, 2007; Rhodamine-region fluorescence, 547/598 nm, Tris buffer; active compounds read high; in the data active = max dye-equivalent concentration above about 11 nM; inconclusive = between about 1.1 nM and that limit
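Compound fluorescence in 100 mM Tris, pH 8.0, read after 15 min at room temperature with 547 nm excitation and 598 nm emission. Output is dye-equivalent concentration from an on-plate rhodamine standard series.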
Texas Red fluor – qHTS Assay for Spectroscopic Profiling in Texas Red Spectral Region. actives 0.06% (n = 59,000). Compound fluorescence, Texas Red channel, 547/618 nm; active compounds read high. max dye-equivalent concentration, M. AID 587, 2007; in the data active = max dye-equivalent concentration above about 10 nM; inconclusive = between about 1.1 nM and that limit
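Pin-transferred compounds and Texas Red standards go into 100 mM Tris buffer, pH 8.0. After 15 min at room temperature, plates are imaged with 547/618 nm filters. Each value is a dye-equivalent concentration derived from the per-plate dye curve.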
Luciferase inh – qHTS Assay for Inhibitors of Firefly Luciferase | Luciferin 4-monooxygenase (Photinus pyralis), P08659 | purified firefly luciferase, luminescence, 8 min | Potency, µM (highest dose often 57.1 µM), for the others: at the top dose activity change, negative = inhibition, usual class: inhibitors | actives 2.2% (n = 72,000); also: potency is read from the fitted curve at half-maximal effect; % is scaled to controls: 0 for no effect and ±100 for the full control effect; nearly all actives have a fitted effect of over 40% in size
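Substrate buffer containing 10 uM ATP (pH 7.2 imidazole, Mg2+, KCl, detergent, BSA) is dispensed, compound pinned in, then luciferase/luciferin detector mix added. After 8 min at ambient temperature, light output is measured.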
Caspase-1 inhib – qHTS Assay for Allosteric/Competitive Inhibitors of Caspase-1; Potency, µM (series often up to 57.5 µM), for the others: at the top dose activity change, negative = inhibition, usual class: inhibitors; actives 0.03% (n = 75,000); Caspase-1 enzyme, Ac-WEHD-AFC fluorogenic rate;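 also: potency is read from the fitted curve at half-maximal effect; plate controls were vehicle for no effect and no substrate for full effect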
ERK AVP inh – qHTS Assay for Inhibitors of the ERK Signaling Pathway using a Homogeneous Screening Assay; HEK293-V1b, vasopressin-stimulated pERK AlphaScreen; Potency, µM (highest dose often 57.5 µM), for inactives: at the top dose activity, negative = inhibition, most hits filed as inhibitors; actives 0.99% (n = 72,000); AID 995, 2007; also: potency is read from the fitted curve at half-maximal effect; % is scaled to controls: 0 for no effect and ±100 for the full control effect; nearly all actives have a fitted effect of over 55% in size
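Phosphorylated ERK1/2 detected via AlphaScreen bead proximity in lysates of V1b-expressing HEK293 cells given 25 nM vasopressin for 5 min after 30 min compound exposure (37 °C). AC50 from Hill equation; basal DMSO 0%, vasopressin 100%.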
Tau filament bind – qHTS Assay for Tau Filament Binding; Potency, µM (series often up to 57.1 µM), without a hit: at the top dose activity change, negative = inhibition; recombinant tau filaments, thioflavin S fluorescence, 15 h; filaments grown with octadecylsulfate alongside compound; actives 2% (n = 71,000); AID 596, 2007;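 also: potency is read from the fitted curve at half-maximal effect; % is scaled to controls: 0 for no effect and ±100 for the full control effect; actives lower thioflavin S fluorescence by blocking filaments or displacing dye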
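Quantitative HTS: thioflavine S signal from ODS-induced tau filaments, excited at 450 nm, emission 510 nm. Conditions: 1 uM tau, 30 uM ODS, 15 h at 37 C, pH 7.4.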
HADH2 inh – qHTS Assay for Inhibitors of HADH2 (Hydroxyacyl-Coenzyme A Dehydrogenase, Type II). 3-hydroxyacyl-CoA dehydrogenase type-2 (Homo sapiens), Q99714. recombinant HADH2, NADH fluorescence, beta-hydroxybutyryl-CoA. Potency, µM (doses to about 57.1 µM), for the others: at the highest dose activity change, negative = inhibition, most hits filed as inhibitors. actives 3.4% (n = 73,000); also: potency is read from the fitted curve at half-maximal effect; % is scaled to controls: 0 for no effect and ±100 for the full control effect; nearly all actives have a fitted effect of over 60% in size; many of its hits are not listed in these tables
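20 nM HADH2 + cpd, 15 min RT; add 1 mM NAD+/90 uM beta-hydroxybutyryl-CoA; kinetic fluorescence 360/450 nm, 4 min. Tris-HCl pH 9.0, 0.01% Tween-20.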
Fluorescein fluor – qHTS Assay for Spectroscopic Profiling in Fluorescein Spectral Region; Compound autofluorescence, 480/540 nm, fluorescein-equivalent; active compounds read high; max fluorescein-equivalent concentration, M; actives 0.91% (n = 59,000); in the data active = max fluorescein-equivalent concentration above about 10 nM; inconclusive = between about 1.1 nM and that limit
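Read-out is intrinsic compound fluorescence at 480/540 nm (excitation/emission), expressed as dye-equivalent concentration using a fluorescein standard series run on every plate. Compounds sat 15 min at room temperature in 100 mM Tris, pH 8.0.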
USP2a inh – qHTS Assay for Inhibitors of Ubiquitin-specific Protease USP2a; Ubiquitin carboxyl-terminal hydrolase 2 (Homo sapiens), O75604; USP2a enzymatic assay, qHTS inhibition; Potency, µM (highest dose often 38.3 µM), inactives show at the top dose activity change, negative = inhibition, usual class: inhibitors; actives 0.1% (n = 60,000); AID 927, 2007;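 also: potency is read from the fitted curve at half-maximal effect; nearly all actives have a fitted effect of over 60% in size; plate controls were DMSO for no effect and NEM full inhibition control for full effect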
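20 nM USP2 core + cpd, 30 min RT; add 20 nM Ub-PLA2/20 uM NBD C6-HPC; read Ex460/Em535 at 0 h and 2.5 h. Normalized to NEM; qHTS curve fit/classification.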
* marks the source's active call; other numbers are inactive results; i = inactive; ? = inconclusive; . = no result given; [ ] = dose if it differs, or a comment. Unless noted, calls follow the shape of the dose curve; as a rule, active = well fitted curve in the direction sought with a large enough effect; inconclusive = small, poorly fitted or top-dose-only effect, or another doubt; inactive = no such curve, though single readings can be large; an effect the other way counts as inactive or inconclusive.

SMILES	HEK293 cAMP ctrl	Casp7 inh	Rhodamine autofl	Texas Red fluor	Luciferase inh	Caspase-1 inhib	ERK AVP inh	Tau filament bind	HADH2 inh	Fluorescein fluor	USP2a inh
Cn1c2ccccc2c2ncn(CCCN3CCOCC3)c(=O)c21	-5.8%	-3.8%	i	i	-0.8%	-2.1%	-0.4%	4.7%	?	i	5.2%
Cc1nc2sc3c(c2c(=O)[nH]1)CCC3	0.6%	0.2%	.	.	-0.7%	-1.1%	-14.6%	2.6%	5.7%	.	-1.3%
O=C(c1ccc2c(c1)OCCO2)C1CCN(S(=O)(=O)c2ccccc2F)CC1	?	-0.3%	i	i	3.1%	-2.5%	-5.6%	11.7%	29.4%	i	1.7%
Cc1cc(S(=O)(=O)N2CC(=O)N(CCc3ccccc3)C(=O)C2)ccc1F	13.7%	-1.8%	i	i	-1.5%	-5.1%	19.6%	-4.7%	11.9%	i	0.6%
O=C(NCCCN1CCCC1)Nc1cccc2ccccc12	9.1%	-0.1%	i	i	0.6%	0.6%	8.8%	-7.5%	-20.8%	?	0.8%
Cc1c(C(=O)NCc2ccccn2)sc2nc(-c3ccccc3)cn12	?	1.4%	.	.	-19.8%	-1.6%	.	245.5%	5.1%	.	.
CCOc1ccc(-n2cnnn2)cc1S(=O)(=O)Nc1c(C)cccc1C	3.9%	1.6%	i	i	-0.7%	0.3%	-7.6%	-0.2%	19.4%	i	10.3%
COc1ccc(OC)c(C(=O)c2nc3c(n2O)CCCCC3)c1	3.1%	0.5%	i	i	3.2%	-2.9%	-11.1%	3.2%	-2.9%	?	-11.0%
Cn1c(SCC(=O)Nc2ccc3c(c2)OCCO3)nnc1-c1ccccn1	8.3%	-0.4%	i	i	0.7%	-1.1%	-29.6%	0.3%	-0.5%	?	-0.5%
CC(=O)OC[C@@H]1O[C@H](C/C=N\O[C@@H](C)c2cn([C@H]3COC[C@H]3O)nn2)C=C[C@@H]1OC(C)=O	-3.8%[11.4 µM]	-2.9%[11.5 µM]	.	.	0.9%[11.4 µM]	-0.3%[11.5 µM]	-3.8%[11.5 µM]	.	-2.6%[11.4 µM]	.	.
O=c1c2c(n3nnnc3n1-c1ccccc1)-c1ccccc1CC21CCCC1	27.3%	2.6%	i	i	-4.8%	1.0%	3.1%	6.6%	21.3%	?	1.5%
Cc1ccc2c(c1)N(CC(=O)OC(CC(C)C)C(=O)NC1CCCC1)C(=O)CO2 (configuration not stated)	?	0.0%	i	i	0.4%	-0.9%	-4.8%	-14.8%	4.8%	i	4.1%
Cc1cc(=O)[nH]c(SCC(=O)N2CCN(C(c3ccccc3)c3ccccc3)CC2)n1	-0.2%	-8.9%	i	i	1.9%	1.0%	-15.6%	-8.5%	-6.4%	i	35.0%[activator]
O=S(=O)(NCC(O)COCc1ccco1)c1cccs1 (configuration not stated)	1.2%	-5.1%	i	i	-1.8%	-1.1%	27.9%	-15.3%	?	?	8.2%
CC(C)(C)c1ccc(Cn2nnc3c(=O)[nH]c(C4CCN(C(=O)Cc5cccs5)CC4)nc32)cc1	?	-5.4%	i	?	4.7%	-3.2%	20.2%	54.2%	-16.5%	?	?
CCn1c(SCc2nc3ccccc3[nH]2)nnc1-c1cnccn1	5.9%	-0.5%	i	i	2.9%	-0.9%	-22.1%	-4.4%	-6.3%	i	5.6%
CO[C@H]1COC(=O)[C@@H](OCc2ccccc2)/C=C\[C@H](C)[C@@H](OC)COC(=O)[C@H](OCc2ccccc2)/C=C\[C@@H]1C	-3.0%[11.4 µM]	-1.1%[11.5 µM]	.	.	-2.2%[11.4 µM]	-1.1%[11.5 µM]	30.0%[activator][11.5 µM]	.	4.7%[11.4 µM]	.	.
CCCNC(=O)OC[C@H]1O[C@@H](CCO/N=C2/C[C@@H](O)[C@@H](O)[C@@H]3[C@@H]4C(=O)N(CC)C(=O)[C@H]4CC[C@@H]23)C=C[C@@H]1Oc1ccc(OC)cc1	-2.9%[11.4 µM]	-0.2%[11.5 µM]	.	.	-0.5%[11.4 µM]	-1.2%[11.5 µM]	14.9%[11.5 µM]	.	3.9%[11.4 µM]	.	.
C1CCN(c2nc3nonc3nc2N2CCCC2)C1	-0.2%	-0.1%	i	i	0.3%	-1.4%	4.4%	6.3%	-16.1%	i	-9.5%
CC1CCCCC1NC(=O)CCS(=O)(=O)c1cccc2nonc12 (configuration not stated)	9.9%	-0.3%	i	i	-1.5%	-0.4%	11.8%	-3.9%	-0.4%	?	-3.1%
COc1ccc(OC)c(S(=O)(=O)N2CCC(C(=O)NCc3ccccc3)CC2)c1	3.9%	1.3%	i	i	1.1%	-0.3%	-15.0%	6.3%	2.9%	?	3.2%
CCCS(=O)(=O)N1CCN(C(=O)CCC2CCCC2)CC1	19.4%	-4.1%	i	i	-0.7%	0.7%	-17.9%	-6.3%	5.3%	i	3.1%
Cc1cc(C)c2c(=O)[nH]n(C(C)C)c2n1	9.9%	3.4%	i	?	0.7%	0.2%	-7.8%	-7.6%	-10.8%	?	.
CC(NC(=O)Nc1ccccc1)c1ccccc1 (configuration not stated)	19.2%	-0.8%	.	.	2.0%	-1.6%	5.2%	-1.3%	?	.	1.4%
Cc1ccc(S(=O)(=O)CC(=O)N2CCCCCC2)cc1	-3.9%	0.5%	i	i	-1.1%	-2.0%	-2.9%	5.0%	-4.2%	i	-4.4%
O=C(Nc1ccncc1)C1c2ccccc2Oc2ccccc21	19.8%	-0.3%	i	i	2.6%	0.6%	-17.9%	8.4%	5.2%	i	-0.8%
Cn1c(C[C@@H](O)c2nc3ccccc3n2C)nc2ccccc21	10.7%[11.4 µM]	-1.6%[11.5 µM]	i	i	1.9%[11.4 µM]	-0.9%[11.5 µM]	-26.2%[11.5 µM]	-11.4%[11.4 µM]	5.5%[11.4 µM]	i	.
CSc1cccc(NS(=O)(=O)c2ccc(F)cc2)c1	-6.9%	0.3%	i	i	3.0%	-2.9%	-13.0%	-15.6%	-5.6%	?	0.8%
CCC(=O)Nc1cc(C)c(NC(=O)c2ccccc2OC)cn1	-15.4%	-0.3%	i	?	2.0%	1.3%	19.0%	6.2%	16.0%	i	-11.9%
O=P(c1ccccc1)(c1ccccc1)C(O)c1ccncc1 (configuration not stated)	5.2%	-3.3%	i	i	3.1%	0.3%	-23.8%	6.8%	11.9%	i	0.3%
O=C(Nc1ccccc1C(F)(F)F)N1CCCCCC1	8.2%	-0.3%	i	i	-0.3%	0.6%	-13.8%	-3.8%	10.4%	?	7.4%
Cc1cc(C)c(NC(=O)CSc2nc3c(c(=O)n2C)SC(C)C3)c(C)c1 (configuration not stated)	?	0.6%	.	.	1.4%	-2.4%	.	8.3%	?	.	.
Cc1ccccc1N(CC(=O)NCCc1ccccc1)C(=O)c1ccc(N2CCCC2)nc1	28.3%	4.4%	i	i	-34.8%	0.3%	-2.7%	11.3%	5.3%	?	17.3%
O=c1c[n+]([O-])c2ccccc2n1OCc1c(F)cccc1F	10.3%	-2.8%	i	i	-1.7%	1.1%	-14.8%	-10.1%	-4.6%	i	7.3%
O=C(O)CC(CC(=O)Nc1nncs1)c1ccccc1 (configuration not stated)	-0.9%	0.6%	i	i	0.9%	0.5%	3.9%	-6.8%	0.1%	i	-7.6%
CCCn1c(CN2CCN(C(=O)OCC)CC2)nc2c1c(=O)n(C)c(=O)n2C	5.2%	-8.1%	.	.	-1.1%	-5.9%	.	-0.3%	?	.	.
Cc1ccc2c(c1)nnn2C1CCN(S(=O)(=O)c2ccc(C(=O)N3CC(C)CC(C)C3)cc2)CC1 (configuration not stated)	?	4.4%	i	i	1.7%	-0.4%	14.2%	4.0%	9.6%	i	107.1%[activator]
O=C(c1ccccc1F)N1CCN=C1SCc1cccnc1	6.0%	0.0%	.	.	0.9%	-0.6%	-13.7%	-9.7%	-3.5%	.	.
CCc1nnc(NC(=O)CSc2nnc(-c3c[nH]c4ccccc34)n2C)s1	25.5%	-2.3%	i	i	-2.3%	-1.3%	-12.2%	9.7%	3.9%	i	13.5%
O=C(COc1ccccc1)N(Cc1ccco1)c1ccc(O)cc1	21.8%	-1.2%	i	i	2.9%	0.0%	-26.2%	4.3%	-7.7%	i	1.5%
CC(=O)CC(C)=NCCN=C(C)CC(C)=O	10.6%	-7.1%	i	i	5.3%	-4.3%	16.9%	-2.1%	-12.3%	i	-1.5%

Source: PubChem BioAssay

Only part of the results is shown; rates above refer to the full screens.
